NPY2 pot ag: potentiators or agonists of human neuropeptide Y receptor Y2. P49146. cells expressing NPY-Y2, potentiator/agonist read-out. activation, % at 3.6 µM. 220,000 compounds, 0.45% hits; in the data active = activation above about 27%;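 also: cells stimulated with NPY near EC25 plus isoproterenol at EC100; 0% = vehicle plus submaximal agonist and 100% = vehicle plus saturating agonist; some results beyond the cut were filed as inactive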
PGE2 EP2 inh: EP2 receptor (human) inhibition | C6 glioma cells expressing human EP2, cAMP TR-FRET; cells stimulated with saturating PGE2 | inhibition, % at 25 µM | P43116 | AID 1422 | 260,000 compounds, 0.52% hits;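 active = percent inhibition above 40 after rounding to a whole number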;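 also: rat C6 glioma host cells with rolipram phosphodiesterase inhibitor present; the protocol text gives 20 µM as final concentration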
eIF4E 4G PPI: eIF4E/eIF4G interaction inhibition in translation initiation | 220,000 compounds, 0.37% hits | inhibition, % at 21.7 µM | P63073+Q04637 | AID 782 | TR-FRET eIF4E-eIF4GI(517-606) binding, 2 h;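 active = inhibition above about 30%, limit read from the data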;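 also: 0% = full FRET control wells and 100% = background wells lacking eIF4GI fragment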
NPY Y1 blocker: antagonists of human neuropeptide Y receptor Y1; P25929; HEK293-CNG Y1 cells, membrane potential fluorescence; NPY at EC95, then isoproterenol; inhibition, % at 3.6 µM; 200,000 compounds, 1% hits;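 active = inhibition above the campaign mean inhibition of all tested compounds plus 3 SD, cut at about 20% in these data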;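 also: 0% = DMSO wells given NPY plus isoproterenol and 100% = isoproterenol alone without NPY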
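Material: Y1- and CNG-channel-expressing HEK293 cells / Probe or stimulus: NPY 25 nM then isoproterenol 1 µM plus Ro 20-1724 25 µM / Doses: 3.6 µM single dose, DMSO 0.4% / Schedule: compound incubation 1 h at room temperature, readout 45 min post-stimulation / Signal: membrane potential fluorescence / Benchmarks: isoproterenol-only wells as full block versus NPY-plus-isoproterenol wells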
S1P4 antagonist: human S1P4 receptor antagonism; S1P4-expressing cells, antagonist mode, reporter read-out; 220,000 compounds, 0.26% hits; O95977; inhibition, % at 4.98 µM; in the data active = inhibition above about 29%;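 also: 0% = wells stimulated with agonist and 100% = vehicle wells without agonist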
NPY-Y1 PAM-ag: potentiators or agonists of human neuropeptide Y receptor Y1; 220,000 compounds, 0.37% hits; NPY-Y1 expressing cells, potentiator/agonist activation; activation, % at 3.6 µM; P25929; in the data active = activation above about 33%, passing the limit was not always enough;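 also: cells stimulated with NPY at EC10 then isoproterenol at EC100; 0% = low agonist plus stimulus and 100% = saturating agonist plus stimulus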
S1P4 ag: human S1P4 receptor agonism; S1P4-expressing cell line, agonist reporter assay; 220,000 compounds, 0.35% hits; O95977; activation, % at 4.98 µM; AID 1509; in the data active = activation above about 11%;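 also: 0% = DMSO vehicle and 100% = reference agonist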
EP2 mod: modulators of human EP2 prostaglandin E2 receptor | induction, % at 25 µM | AID 940 | P43116 | 260,000 compounds, 0.83% hits | EP2-expressing cells, cAMP HTRF FRET, PGE2 co-stimulation;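 active = compounds whose cAMP rise, as percent of the full-agonist control response, exceeds 60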;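 also: rat C6 glioma line stably carrying human EP2 under a CMV promoter; the protocol text gives 20 µM as final concentration; 100% = response of wells given 1 µM PGE2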
p97 ATPase inh: human p97 ATPase inhibition; P55072; recombinant p97 ATPase, Kinase-Glo ATP luminescence, 3 h; inhibition, % at 8 µM; 220,000 compounds, 0.42% hits; AID 1481; in the data active = inhibition above about 15%;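 also: 0% = DMSO vehicle and 100% = wells lacking enzyme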
Target sequence (P55072 whole entry, looked up): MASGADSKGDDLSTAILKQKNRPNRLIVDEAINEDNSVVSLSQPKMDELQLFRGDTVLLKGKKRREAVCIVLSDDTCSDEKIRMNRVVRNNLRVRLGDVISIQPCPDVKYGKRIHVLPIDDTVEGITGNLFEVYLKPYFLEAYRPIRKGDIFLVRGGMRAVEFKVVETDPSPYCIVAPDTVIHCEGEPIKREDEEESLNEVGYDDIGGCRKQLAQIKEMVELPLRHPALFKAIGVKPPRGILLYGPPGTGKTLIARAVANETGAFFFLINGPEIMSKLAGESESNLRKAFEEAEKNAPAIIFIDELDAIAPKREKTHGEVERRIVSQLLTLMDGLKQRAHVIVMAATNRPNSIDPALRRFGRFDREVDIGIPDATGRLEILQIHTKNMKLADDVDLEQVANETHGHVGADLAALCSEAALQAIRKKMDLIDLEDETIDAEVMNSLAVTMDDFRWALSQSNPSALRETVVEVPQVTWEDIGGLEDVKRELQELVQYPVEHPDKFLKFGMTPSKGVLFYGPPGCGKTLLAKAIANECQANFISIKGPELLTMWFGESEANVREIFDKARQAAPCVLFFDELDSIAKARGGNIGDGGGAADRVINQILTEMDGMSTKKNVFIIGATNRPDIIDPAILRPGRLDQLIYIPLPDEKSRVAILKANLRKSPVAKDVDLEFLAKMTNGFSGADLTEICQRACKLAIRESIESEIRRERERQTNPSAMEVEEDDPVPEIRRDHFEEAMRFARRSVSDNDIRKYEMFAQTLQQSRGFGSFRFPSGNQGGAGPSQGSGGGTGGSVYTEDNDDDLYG
Starred values were filed as active, the others as inactive; · = not tested or not shown; & = joins results of further samples; [ ] = dose if it differs, or a comment. Not all compounds are listed, so the mix of outcomes need not match the whole.

canonical_smiles	NPY2 pot ag	PGE2 EP2 inh	eIF4E 4G PPI	NPY Y1 blocker	S1P4 antagonist	NPY-Y1 PAM-ag	S1P4 ag	EP2 mod	p97 ATPase inh
COc1cc(OC)cc(C(=O)NCC2CCCO2)c1 (stereo unspecified)	4.1	4.9	1.8	-3.9	-2.8	8.4	0.0	-1.6	5.6
COc1cc(CC(=O)Nc2ccc3c(c2)CCC3)cc(OC)c1OC	4.0	4.8	59.6*[fluorescence artefact?]	0.7	-33.0	20.4	1.5	1.1	-3.8
Clc1ccc(Cl)c(Oc2ccc(Oc3nc(Cl)ccc3Cl)cc2)n1	1.8	10.2	-20.5	1.4	18.9	-10.8	2.8	17.4	3.9
CC(=O)Nc1ccc(C=C(C(C)=O)C(C)=O)cc1	-17.1	6.3	-0.7	·	-12.2	-9.6	0.5	8.4	-0.8
CC1CCc2c(sc(N)c2C(=O)OC(C)C)C1 (stereo unspecified)	-1.7	12.2	-2.6	1.5	6.0	0.9	1.4	68.3*	-0.6
COc1ccc(CNC(=O)C(=O)NCC2OCCN2S(=O)(=O)c2ccc3c(c2)OCCO3)cc1 (stereo unspecified)	-4.8	10.0	-2.5	0.9	6.6	-24.9	-1.2	-8.7	-3.3
COc1ccc(CCNC(=O)CCCn2c(SCC#N)nc3ccccc3c2=O)cc1OC	-0.6	3.2	5.4	14.7	-5.4	2.3	1.0	4.1	3.4
Fc1cc(F)c2nc(N3CCCCC3)sc2c1	-5.1	-2.4	4.1	-5.6	-19.8	11.1	-0.6	-16.2	2.2
CN(Cc1ccccc1)C(=O)c1ccc2c(c1)OCCO2	14.5	12.1	-0.2[fluorescence artefact?]	-4.2	-4.0	-8.1	-0.1	6.1	3.6
Cc1ccc(NC(=S)NCC2CCCO2)cc1C (stereo unspecified)	4.7	7.1	0.5	1.2	-15.2	4.2	1.2	18.0	4.6
CC(C)c1nnc(NC(=O)CCC(=O)N2CCN(c3ccccn3)CC2)s1	-4.2	6.1	-26.9	6.0	-11.2	3.9	0.9	-31.6	0.8
CCC(=O)Oc1ccc2c(C)c(Cl)c(=O)oc2c1	-6.2	17.9	11.8	6.7	4.1	-20.2	0.8	14.0	4.2
O=C(NCc1cccnc1)c1cccn2c(=O)c3sccc3nc12	-15.1	14.3	2.1	4.9	-24.2	-4.9	1.4	18.6	-5.0
CN(C)c1nc(C#N)nc(N(C)C)n1	6.0	3.9	-0.7	3.0	-12.1	17.1	2.6	-31.6	5.8
COc1ccccc1NC(=S)N(CCCN1CCOCC1)Cc1cccs1	4.0	21.2	5.1	-2.9	-6.5	11.9	-0.5	28.8	3.9
COc1ccc(OCCC(=O)OCC(=O)Nc2ccc(Br)cc2)cc1	0.2	7.1	2.9	3.9	-1.8	-28.6	-1.4	2.1	-1.8
O=C1C=C(O)CC(c2ccc(Cl)c(Cl)c2)C1 (stereo unspecified)	-4.0	6.6	-9.9[fluorescence artefact?]	7.0	-3.7	-25.9	1.4	14.0	1.6
COc1cccc(CNC(=O)CCC2CCCN(C(=O)c3cc(C)[nH]n3)C2)c1 (stereo unspecified)	12.3	12.8	-1.4	3.7	-4.2	10.5	0.0	7.8	3.7
Cc1ccc(C)c(N(CC(=O)NC2CCCCC2)C(=O)CCC(=O)Nc2ccccn2)c1	0.2	·	·	6.0	-13.7	-30.3	1.3	·	-7.2
Cc1cc(Cl)ccc1Oc1ncc(CN2CCN(c3ccccc3)CC2)s1	-4.0	11.0	-4.5	5.9	-8.3	-35.0	-0.3	-3.8	-3.6
O=C(NNC(=O)c1ccccc1Cl)c1cccs1	5.7	8.4&13.2	2.5	-3.6	-23.5	18.6	1.8	-1.7&13.6	1.3
CCCOc1ccc(C(C(=O)OCCN(CC)CC)c2ccccc2)cc1 (stereo unspecified)	-9.6	16.1	6.3	10.8	-11.0	-43.7	3.3	-48.5	-0.1
CCOC(=O)c1ccc(N/C=C/C(=O)c2ccccc2)cc1	-2.1	12.2	0.3	2.7	-0.6	-7.5	0.6	-2.2	-5.1
COc1ccc(N2CCN(c3nc(NCCc4ccc(OC)c(OC)c4)nc(OC)n3)CC2)cc1	8.4	2.5	6.7	9.8	-0.5	-8.0	2.0	-51.7	-2.8
Cc1cc(C)c(NC(=O)COC(=O)/C=C/c2cccs2)c(C)c1	2.6	4.6	3.8[fluorescence artefact?]	5.6	-3.7	-14.7	0.8	-4.3	-3.4
CCOc1ccc(NC(=S)NNC(=O)CC(C)O)cc1 (stereo unspecified)	-13.8	4.4	5.9	-2.6	-18.1	-5.5	0.6	6.5	-0.7
O=C(CSc1ccc(Cl)cc1)N/N=C/c1cccnc1	-10.6	2.9	0.3	2.4	3.3	-22.1	-1.1	-67.3	-5.9
O=C(CSC(=S)N1CCCCC1)Nc1nc(-c2ccccc2)c(-c2ccccc2)o1	-0.5	3.7	-3.6	9.8	3.7	-2.8	-1.7	25.8	-0.8
COc1ccc(CCN(C(=O)Cn2nnc3ccccc32)C(C(=O)NCC2CCCO2)c2ccncc2)cc1OC (stereo unspecified)	4.1	8.9	-1.2	-4.2	-4.9	5.7	-0.7	28.8	10.4
CC1CCN(CCCNC(=O)c2ccc3c(=O)n(CCc4ccccc4)c(=O)[nH]c3c2)CC1	17.6	3.2	-7.1	-1.9	-3.4	0.1	0.3	-30.4	-0.8
CC(C)COC(=O)n1c(=O)oc2cc(S(=O)(=O)N3CCCCC3)ccc21	12.1	6.3	0.3	-4.2	-5.1	5.7	1.3	2.6	-1.6
O=C(CCc1ccccc1)OCCN1CCOCC1	17.3	15.7	4.2	-1.0	4.0	-16.3	1.1	-9.5	5.7
COc1ccc(NC(=O)Nc2cc(C)ccc2F)cc1	-7.9	4.9	-1.5[fluorescence artefact?]	0.6	-16.0	0.3	-0.5	-1.5	-1.2
Cn1cc(CNCc2ccccc2OCC(O)CN2CCc3ccccc3C2)cn1 (stereo unspecified)	6.3	4.9	3.5	5.1	-9.3	22.7	0.0	-31.5	3.5
CC(C)OP(=O)(OC(C)C)C(Nc1ccc([N+](=O)[O-])cc1)c1cccc([N+](=O)[O-])c1 (stereo unspecified)	12.9	5.6	-10.4	·	6.5	10.3	1.4	-11.0	-4.3
Cc1ccnc2nc(C(=O)NC3=NCCS3)nn12	7.1	4.2	-10.8[fluorescence artefact?]	-5.9	12.6	-6.5	-0.1	4.3	4.3
COc1ccc(/C=N/NC(=O)c2ccccc2NC(=O)c2ccco2)c(OC)c1	1.4	6.4	3.2	·	-17.1	2.9	1.1	-13.4	2.5
Fc1ccc(-n2nnnc2-c2ccccc2Cl)cc1	-8.8	2.1	0.2	-1.6	0.9	0.6	5.7	-5.9	-1.2
CCCN(CCC)C(=O)Cn1c(=O)n(CCC(=O)NCCc2ccccc2)c(=O)c2ccccc21	-7.0	7.9	-3.6	-4.5	-9.9	-22.0	-0.7	16.4	-6.6
COc1ccc(-n2c(Cc3cccn3C)nnc2SCC(=O)Nc2cc(C)cc(C)c2)cc1	17.5	7.2	-5.4	2.9	-11.0	9.2	0.2	1.3	1.5
CCCOC(=O)CSc1nnc(-c2ccc(Cl)cc2Cl)o1	-36.2	15.6&6.2	1.0	15.6	-1.5	-21.0	0.1	2.1&-4.6	-15.4
Cn1c(N)c(C(=O)COC(=O)C2CCCN2C(=O)c2cccs2)c(=O)n(C)c1=O (stereo unspecified)	-1.0	3.9	-0.8	-1.5	-0.3	16.4	0.5	27.8	4.3
Cc1cccc(NC(=O)CCCSc2nc3ccccc3[nH]2)c1	-6.0	2.5	8.6	4.3	-12.0	-18.0	2.0	-10.6	-2.2
O=C1c2ccccc2C(=O)N1c1n[nH]c(CCc2ccccc2)n1	-2.7	17.8	2.6	3.7	-18.2	-0.9	-1.5	13.5	1.8
O=C(NNC(=S)NC(=O)c1cn(-c2ccccc2)nc1-c1ccccc1)c1ccncc1	-25.4	5.1	0.2	5.4	13.1	-12.3	1.1	-5.9	6.7
CCC/C(=N\NC(=O)CNC(=O)c1ccc(Cl)cc1)c1ccccc1	-5.5	4.1	-2.2	9.2	3.8	11.2	1.3	-13.4	-1.4
O=C(COC(=O)C1(c2ccc(F)cc2)CCCC1)Nc1ncc(C(F)(F)F)cc1Cl	-3.4	5.6	-2.7	2.5	-16.9	-15.7	-1.0	8.3	-0.2
Cc1cc(C(=O)COC(=O)c2n[nH]c3ccccc23)c(C)n1C	2.9	3.9	-5.5	3.0	-20.3	12.8	-1.2	-7.1	-1.1
COc1cc(/C=C/C(=O)N2CCN(c3n[nH]c(=O)[nH]c3=O)CC2)cc(OC)c1OC	-8.0	3.9	-3.0	2.0	6.3	6.3	-0.3	21.9	-0.3
CCOC(=O)C(C(=O)OCC)C(C[N+](=O)[O-])c1ccccc1 (stereo unspecified)	1.7	6.8	1.5	3.3	-4.7	-4.0	1.1	43.3	0.4

Additional records follow:
canonical_smiles	NPY2 pot ag	PGE2 EP2 inh	eIF4E 4G PPI	NPY Y1 blocker	S1P4 antagonist	NPY-Y1 PAM-ag	S1P4 ag	EP2 mod	p97 ATPase inh
COc1ccc(-c2nnc(SCC(=O)N3CCC(Cc4ccccc4)CC3)o2)cc1OC	11.0	5.7	-13.8	-4.1	14.1	3.8	-0.2	25.4	10.4
CC(C)C(=O)Nc1ccc(C(=O)NNC(=O)CCc2ccccc2)cc1	2.0	-0.3	1.4[fluorescence artefact?]	-3.5	-0.9	1.9	1.6	17.5	2.3
COc1ccc2c(c1)C1=NN(/C(C)=C/C(C)=O)C(c3ccc(F)cc3)C1CC2 (stereo unspecified)	1.0	10.0	3.0	7.9	8.3	7.4	0.0	-8.1	1.8
CC(=O)Nc1ccc(S(=O)(=O)NC(CC(=O)NCCCN2CCOCC2)C(C)C)cc1 (stereo unspecified)	8.4	4.8	3.4	2.0	-7.1	16.2	2.5	-39.3	-1.2
CCOc1ccc(N(CC(=O)Nc2ccccc2C)S(=O)(=O)c2c(C)noc2C)cc1	-7.1	7.2	4.4	11.2	-4.9	-4.1	0.7	17.0	-15.3
CCOC(=O)N1CCC(c2cc(=O)n3[nH]ccc3n2)CC1	5.6	11.5	1.7	1.8	-10.1	7.8	-0.5	2.7	-7.0
CCNc1nc(=S)nc(NC(C)C)[nH]1	-0.4	4.3	-4.7	-5.8	-15.5	-21.7	1.3	20.3	0.1
CCOC(=O)C1(C)NC(c2ccco2)C2C(=O)N(CC)C(=O)C21 (stereo unspecified)	-2.6	3.4	-1.8	-2.4	4.0	12.8	-1.3	14.4	-1.1
CC1(C)CC(=O)c2cnc(N3CCc4ccccc4C3)nc2C1	7.2	14.5	8.7	3.0	4.5	11.6	0.3	-23.4	5.4
Nc1cc([N+](=O)[O-])ccc1O	2.4	3.0	15.8	-2.5	-28.6	11.0	9.0	-8.3	2.7
CCOC(=O)NC1C=CS(=O)(=O)C1 (stereo unspecified)	-11.9	3.9	1.2	4.3	-5.0	-13.6	-0.2	5.8	3.3

Compound activity deposited in PubChem BioAssay by several laboratories.
